High-throughput results: PubChem BioAssay, Small Molecule Screening Facility, UW Madison
PriA SSB inh – inhibitors of Klebsiella pneumoniae PriA binding to SSB C-terminal tail, primary screen, biochemical, AlphaScreen | PriA–SSB C-terminal tail interaction (Klebsiella pneumoniae) | AlphaScreen SSBct-PriA binding, biotinylated peptide | inhibition, % at 33 µM | hit rate 0.6% among 430,000 | AID 1272365, 2023; in the data active = inhibition mostly above about 37%, no sharp cut-off; inactive = mostly below about 20%;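 also: plate controls were negative control peptide for no effect and reference peptide for full effect; strong numbers were not always called active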
* = called active by the depositor; & = joins results of further samples.

SMILES	PriA SSB inh
CC(c1ccccc1)n1cnc2c(cnc3nc4ccccc4n32)c1=O (stereo not given)	-6
C[C@H]1CS(=O)(=O)N(c2ccc(S(=O)(=O)NCc3ccncc3)cc2)C1=O	-15
CCc1ccc(-c2cc3c(SCC(=O)Nc4ccccc4C(F)(F)F)nccn3n2)cc1	1
Nc1cnnc(NN=Cc2ccccc2)c1Cl	2
Cc1noc(C)c1CC(=O)NCC(C)(O)c1ccc2c(c1)OCO2 (stereo not given)	1
Cc1ccc(NC(=O)CN2CCC(C(=O)NC3CCN(Cc4ccccc4)CC3)CC2)cc1	-19
CSc1ncccc1C(=O)NCc1cccnc1-c1ccsc1	0
COC1(CNC(=O)NC(c2ccccc2)c2ccccc2)CCSC1 (stereo not given)	5
CCCC(=O)Nc1ccc(S(=O)(=O)N2CCN(c3ccc4nncn4n3)CC2)cc1	-17&-3
COc1cc(C)c(S(=O)(=O)Nc2cnc(N3CCCC3)nc2)cc1C	-4
COc1cc(Cl)ccc1C(=O)NCCn1cnc2ccsc2c1=O	-19
COc1cc(C=NNC(=O)c2ccc(O)cc2)ccc1OCC(=O)Nc1cccc([N+](=O)[O-])c1	-1
Cn1nc(-c2ccc(NC(=O)c3ccco3)cc2)ccc1=O	-2
O=C(c1cc(-n2cccn2)ccn1)N1CCN(c2ccccn2)CC1	-6
Cc1cc(NC(=O)c2ccc(-n3cncn3)nn2)on1	-15
O=C(Nc1ccn2nccc2c1)c1cc(Cl)sc1Cl	-12
Cc1ccc(Cl)cc1NC(=O)CC(C)n1nc(C)c(Cl)c1C (stereo not given)	-4
CC1CCC(C(C)C)C(OP(=O)(OC2CC(C)CCC2C(C)C)C(C[N+](=O)[O-])c2ccccc2)C1 (stereo not given)	-6
O=C(O)CNc1ncnc2nc[nH]c12	-10&-4
CSc1nnc(C)c2cnn(-c3ccccc3)c12	-11
C=CCOC(=O)C1C(C)=Nc2nc(SCC=C)[nH]c(=O)c2C1c1ccc(OC)c(OC)c1 (stereo not given)	-24&2
O=C(Nc1ccc2c(c1)C(=O)NC2=O)c1cccc(F)c1	2
COc1ccc(CCC(=O)N2CCN(CCn3cccn3)CC2)cc1	-5
N#Cc1nccnc1OC1CCCN(C(=O)c2cnn3c2OCCC3)C1 (stereo not given)	-10
Cc1ccccc1C(=O)Nc1cccc(N2CCCC2=O)c1	2

More records
SMILES	PriA SSB inh
C=CCN1C(=O)/C(=C\N(C)C)SC1=NS(=O)(=O)c1cccs1	-9
COC(=O)c1ccc(NC(=O)Cn2cc(-c3nnc(-c4ccccc4)o3)c3ccccc32)cc1	-12
CC(=O)c1ccc(C(=O)Nc2nc3c(s2)COc2ccccc2-3)cc1	0
Cn1nc(-c2ccc(NS(=O)(=O)c3ccc(Cl)s3)cc2)ccc1=O	-6
CCOC(=O)c1ccc2nc(NC(=O)c3cccc(C(F)(F)F)c3)sc2c1	-13
CCOc1ccc(N2C(=O)C3C4C=CC(C4)C3C2=O)cc1 (stereo not given)	-10
CSc1ncccc1C(=O)NC1CCN(c2ccccn2)C1 (stereo not given)	-13
Cn1nc(-c2ccc(F)cc2)cc1C(=O)NCCc1csc(-c2ccc(F)cc2)n1	1
CCN1C(=O)Cc2cc(NC(=O)Cc3cccs3)ccc21	6
O=C(NN=Cc1ccc(Br)cc1)c1ccc(F)cc1	-6
CCCC(O)=C1C(=O)CC(C)(C)CC1=NCc1ccccc1	-9
O=C(Nc1ccccc1Cc1nc(-c2ccco2)no1)c1ccc(Cl)s1	-19
CCOc1ccccc1C(=O)NCC1CCN(Cc2ccco2)CC1	0
CCn1nccc1C(=O)Nc1ccc(Cl)cc1C(=O)c1ccccc1	8
O=C(CSc1cccc2cccnc12)NC1CCS(=O)(=O)C1 (stereo not given)	37*
COc1ccc(OC)c(-c2ccc(=O)n(CCN3CCCCC3)n2)c1	-7
CC(C)c1nccn1CC1CCN(C(=O)c2ccc3ncsc3c2)CC1	-17
O=C(Nc1ccccc1-c1csc(-c2ccccc2F)n1)c1ccco1	-4
COc1ccc(CC(N)=NOC(=O)c2ccco2)cc1OC	-3
NC(N)=NN=Cc1ccc(Cl)c([N+](=O)[O-])c1	6
CCCS(=O)(=O)N1CCCC(c2nnc(C)s2)C1 (stereo not given)	6
O=C(CCCN1C(=O)c2cccc3cccc(c23)C1=O)NCC1CCCO1 (stereo not given)	12
O=C(CC=NOCc1ccc(F)cc1Cl)c1cnc(-c2ccccc2)s1	1
Cc1noc(CNC(=O)COc2ccc(F)cc2)n1	2
O=C(CSc1nnc(NC(=O)Cc2cccs2)s1)NCc1ccccc1Cl	-11

Other structures follow:
SMILES	PriA SSB inh
CNC(=O)c1ccsc1NC(=O)C1CCCN(S(C)(=O)=O)C1 (stereo not given)	-16
CCCCCCc1nc(C(N)=O)c2[nH]c(=O)n(-c3ccccc3OCC)c2n1	-5
COc1ccc(Cl)cc1NC(=O)CCCn1nc(-c2ccc(F)cc2)ccc1=O	-9
Cc1csc(C(C#N)=NO)n1	6
CC(=NN1CCN(c2ccc(Cl)cc2)CC1)c1cccc([N+](=O)[O-])c1	-2
COc1cc(OC)nc(N=CNO)n1	-9
CCOC(=O)C1C(=O)NC(SCC(=O)Nc2ccc(Br)cc2)=C(C#N)C1c1ccccc1OC (stereo not given)	-10
Cc1ccc(C)c(CSc2ncc(CO)n2CC(=O)NCc2ccc(F)cc2)c1	-8
COc1cccc(CSc2nc(CC(=O)Nc3ccc(F)c(Cl)c3)cc(=O)[nH]2)c1	-2
NS(=O)(=O)c1ccc(NC(=O)c2ccc(S(=O)(=O)N(CCCl)CCCl)cc2)cc1	3
COc1ccccc1-c1ccc(N2CCC(C(=O)Nc3ccc(C(N)=O)cc3)CC2)nn1	-4
O=C(c1ccccc1C(F)(F)F)N1CCC(COCc2ccccc2)CC1	-7
CCCOc1ccc(S(=O)(=O)Nc2ccc3c(c2)CCC(=O)N3)cc1C	0
Cc1cc(Cl)cc2sc(N(CCN3CCOCC3)C(=O)c3ccc(C#N)cc3)nc12	10
Cc1ccc2sc(NCCCN(C)C)nc2c1C	26
Cc1nn(-c2ncc(NC(=O)COc3ccc(Cl)cc3)cn2)c(C)c1C	-12
CC(C)S(=O)(=O)c1nc2ccccc2n1Cc1ccccc1F	-11
O=c1/c(=C/c2cccc(Cl)c2)c2cccc3cccc1c32	-2
COc1cc(=O)n(-c2ccccc2)nc1C(=O)Nc1ccccc1-c1ccc(=O)n(C)n1	-27
NC(=O)c1ccc(NC(=O)Cc2csc(Nc3ccccc3)n2)cc1	7
N#C/C(=C/c1ccc(F)cc1)c1nnc2n1CCCCC2	-11
CCOC(=O)CNC(=O)CN1CCC(COCc2ccccc2)CC1	-20
O=C(c1ccc2ccccc2n1)N1CCC(c2ccsc2)CC1	-7
O=C(NCC1CCN(Cc2ccco2)CC1)c1cnc2ccccc2n1	-9
Cn1nc(CNC(=O)C2COc3ccccc3O2)c2c1CCOC2 (stereo not given)	-21

Brought forward from above: 5 compounds, then new ones.
SMILES	PriA SSB inh
N#C/C(=C/c1ccc(F)cc1)c1nnc2n1CCCCC2	-11
CCOC(=O)CNC(=O)CN1CCC(COCc2ccccc2)CC1	-20
O=C(c1ccc2ccccc2n1)N1CCC(c2ccsc2)CC1	-7
O=C(NCC1CCN(Cc2ccco2)CC1)c1cnc2ccccc2n1	-9
Cn1nc(CNC(=O)C2COc3ccccc3O2)c2c1CCOC2 (stereo not given)	-21
O=C(NCCn1ccn2nccc12)c1ccc(S(=O)(=O)N2CCOCC2)cc1	-4
O=C(NCCCN1CCN(c2ccccc2)CC1)c1ccno1	3
CC(C)c1ccc(NC(=O)CCCOc2ccc(Cl)cc2)cc1	-4
Cc1c(Cl)cccc1NC(=O)C(=O)NC[C@@H](c1cn(C)c2ccccc12)N(C)C	10
CC(=O)c1ccc(S(=O)(=O)NC2CCCC(O)C2)cc1 (stereo not given)	-3
COc1ccccc1NC(=O)[C@H]1CCCN(S(C)(=O)=O)C1	2
Cn1c(=O)n(Cc2cccc3ccccc23)c(=O)c2c(N3CCN(C(=O)C4CC4)CC3)ccnc21	-14
COc1cccc(CNC(=O)CSc2ccc(NC(=O)c3cccs3)nn2)c1	-14
O=C1c2cccc3cccc(c23)C(=O)N1Cc1nnc(SC/C=C/c2ccccc2)n1-c1ccccc1	-6&-5
O=C(NCCn1ccc(C(F)(F)F)n1)C1CC=CCC1 (stereo not given)	1
CC(=O)N1CC(C(=O)Nc2ccc(C)c(Cl)c2)C1	-2
CNc1nn(CC(=O)Nc2c(C)cc(C)cc2C)c(N)c1-c1nc(-c2cccc(Cl)c2)no1	-13
O=C(Nc1cc2c3c(c1)CCN3C(=O)CC2)c1cccc(Cl)c1	-21
CCOc1ccc(NC(=O)CSc2cc(C)c(C#N)c3nc4ccccc4n23)cc1	-4
CCOc1ccc(-c2c(C(=O)NN=Cc3ccsc3)nnn2-c2nonc2N)cc1	1
Cc1cc(NC(=O)c2ccno2)n(-c2nc3c(F)cccc3s2)n1	-12
COc1ccc(OC)c(Nc2nc(CC(N)=O)cs2)c1	-10
CN1CCc2cc(C(CNC(=O)C(=O)Nc3ccon3)N(C)C)ccc21 (stereo not given)	-4
COC(=O)c1sccc1S(=O)(=O)NCC(C)(OC)c1ccccc1F (stereo not given)	-6
CCn1c(SCC(=O)Nc2nc3ccccc3s2)nnc1-c1cccn(C)c1=O	-12
CC1CN(S(=O)(=O)c2ccc(C(=O)Nc3ccccc3SCCC#N)cc2)CC(C)O1 (stereo not given)	5
Cc1nc(SCc2cccc(Cl)c2)[nH]c(=O)c1CC(=O)O	17
C=CCn1c(SCC(=O)c2ccc3c(c2)OCO3)nc2scc(-c3ccco3)c2c1=O	-8
O=C(COc1ccc2ccccc2c1)NCc1ccsc1	-13&0
CCOc1ccc(-c2nnc3ccc(SCC(=O)Nc4ccccc4C(F)(F)F)nn23)cc1	-11

Reformatted: entries from further up.
Compound | PriA SSB inh
CCOc1ccc(-c2nnc3ccc(SCC(=O)Nc4ccccc4C(F)(F)F)nn23)cc1 | -11
CN1CCc2cc(C(CNC(=O)C(=O)Nc3ccon3)N(C)C)ccc21 (stereo not given) | -4
CC(C)c1ccc(NC(=O)CCCOc2ccc(Cl)cc2)cc1 | -4

Some of the entries above, set out differently:
CC(C)c1ccc(NC(=O)CCCOc2ccc(Cl)cc2)cc1
  PriA SSB inh: -4

Cc1c(Cl)cccc1NC(=O)C(=O)NC[C@@H](c1cn(C)c2ccccc12)N(C)C
  PriA SSB inh: 10

CC(=O)c1ccc(S(=O)(=O)NC2CCCC(O)C2)cc1 (stereo not given)
  PriA SSB inh: -3

COc1ccccc1NC(=O)[C@H]1CCCN(S(C)(=O)=O)C1
  PriA SSB inh: 2

The list goes on:
SMILES	PriA SSB inh
O=C(CSc1ccc(-c2cccnc2)nn1)Nc1cccc([N+](=O)[O-])c1	-19
Cc1ccc2[nH]c3c(=O)n(CCC(=O)N4CCN(Cc5ccccc5)CC4)cnc3c2c1	-5
CN(C)c1cccc(C(=O)N2CC(S(=O)(=O)c3ccc(F)cc3)C2)c1	4
O=C(Nc1cnc2ccnn2c1)C1CCOC1 (stereo not given)	-8
O=C(Nc1nnc(-c2ccc(F)cc2)o1)c1cc([N+](=O)[O-])ccc1Cl	-13
Cc1cccc(C=NNC(=O)c2sccc2-n2cccc2)c1	-3
COc1ccc(CCNC(=O)N2CCC[C@H](c3nnc(-c4cccs4)o3)C2)cc1	-7
CCOC(=O)C=c1sc(=Cc2ccc(-c3ccccc3)cc2)c(=O)n1CC(=O)NCc1ccc2c(c1)OCO2	-10
O=C(/C=C\c1ccccc1)NCCS(=O)(=O)N1CCN(c2ccccn2)CC1	-3
COc1ncc(NC(=O)c2cccs2)c(N(C)C)n1	-9
O=C(O)c1cccnc1-c1nc2ccccc2s1	-3
COc1ccc(C(C)=NN=C(N)N)c(O)c1	-15
CCn1c2ccccc2c2cc(C=Nn3cn[nH]c3=S)ccc21	22
COc1ccccc1CNC(=O)CSc1nc(=O)n(Cc2cccnc2)c2c1CCC2	-6
O=C(Cc1noc2ccccc12)Nc1ccccc1Cc1nc(-c2cccs2)no1	-8
Cc1ccccc1OCC(O)=C(C#N)c1nc2ccccc2[nH]1	0
C=CCN1C(=O)C(C)(C)COc2ccc(NS(=O)(=O)c3ccc(CCC)cc3)cc21	0
COC(=O)c1ccc(CON=Cc2ccc(OC)cc2)o1	-6
COc1ccc(C(=O)CSc2nccn(-c3cccc4ccccc34)c2=O)cc1	14
Cc1cccc(NC(=O)c2cn[nH]n2)c1C	-5
O=S(=O)(NCCN1CCN(c2ccc(Cl)cc2)CC1)c1ccc(Cl)s1	23
c1ccc(-c2cc(N3CCCC3)n3ncc(-c4ccccc4)c3n2)cc1	-22
COC(CNC(=O)CN1C(=O)CCC1=O)c1ccccc1C (stereo not given)	-4
COc1ccc2nc(-c3ccc(C)c(NC(=O)c4c(F)cccc4F)c3)cn2n1	-14
COc1ccc(OC)c(C=NNC(=O)CNC(=O)c2ccc(S(=O)(=O)N3CCOCC3)cc2)c1	-2

3 entries out of the list, arranged by number of heavy atoms, ascending.
SMILES	PriA SSB inh
COc1ncc(NC(=O)c2cccs2)c(N(C)C)n1	-9
O=C(CSc1ccc(-c2cccnc2)nn1)Nc1cccc([N+](=O)[O-])c1	-19
C=CCN1C(=O)C(C)(C)COc2ccc(NS(=O)(=O)c3ccc(CCC)cc3)cc21	0

Next section:
SMILES	PriA SSB inh
O=C(O)c1cc2cc(Br)ccc2o1	-6
O=c1oc2cc(S(=O)(=O)N3CCN(c4ccccn4)CC3)ccc2c2ccc(S(=O)(=O)N3CCN(c4ccccn4)CC3)cc12	-4&3
Cc1ccc(NC(=O)CSc2nnc(NC(=O)Cc3cccs3)s2)c(C)c1	-16
Cc1nnc(Nc2ccc(Cl)c(C(F)(F)F)c2)c2ccccc12	-11
CCOC(=O)c1sc(=Nc2ccccc2)n(-c2ccccc2)c1C	9
COc1ncc(NC(=O)c2ccc(Br)o2)c(OC)n1	-15
CCc1ccccc1N1CC(c2nc3ccccc3[nH]2)CC1=O (stereo not given)	-2

This is a subset; rates above refer to the full screens.
